# Assay outcomes: PubChem BioAssay, several laboratories
# m-calpain inh: blocks pig calpain II enzyme activity. purified calpain II, fluorogenic peptide substrate, 30 min. actives 0.37% (n = 220,000). inhibition, % at 16 µM. AID 1236;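 active = inhibition above about 50%, limit read from the data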
# TRPN1 ag: zebrafish TRPN1 (NompC) channel agonism. actives 0.18% (n = 220,000). AID 1424. HEK293 zebrafish TRPN1-YFP, Fluo-8 calcium fluorescence; 100% = response to 87 µM carbachol. activation, % at 3 µM;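 active = activation above its plate's cutoff, the mean activation of test wells on that plate plus 3 SD, cut at about 19% in these data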;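 note: 0% = DMSO alone and 100% = 87 µM carbachol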
#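 Material: zebrafish TRPN1-YFP in HEK293 cells; Doses: single test compound dose, 3 µM nominal, 0.3% DMSO; Timing: dye loading 1 h at 37 °C, then 30 min room temperature; Technique: intracellular calcium fluorescence with Fluo-8; Benchmarks: high carbachol 87 µM, low DMSO alone.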
# PPC-1+TRAIL kill: PPC-1 cancer cell killing with TRAIL present. PPC-1 cells + TRAIL, ATPLite viability luminescence. cell killing (% activity), % at 4 µM. actives 0.41% (n = 220,000). AID 1443;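 active = cell killing above 50% in the first pass at 4 µM, then a duplicate retest at 5 µM averaging 50% or more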;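 note: plate controls were cells with TRAIL plus DMSO for no effect and medium-only wells lacking cells for full effect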
# Thrombin inh: blocks human thrombin protease activity | AID 1046 | alpha-thrombin, Boc-VPR-AMC fluorogenic substrate cleavage | P00734 | actives 0.26% (n = 220,000) | inhibition, % at 5 µM;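 active = inhibition at or above 40%; inactive = inhibition below 40%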;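 note: 0% = enzyme with no compound and 100% = wells without enzyme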
#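 Test system: human alpha-thrombin; medium: pH 7.5 Tris-saline with Tween 20; times: reaction at room temperature; signal: AMC fluorescence at 355 nm excitation and 460 nm emission; also added: Boc-VPR-AMC substrate, 15 µM final; dosing: one concentration per compound, 5 µM, with 0.2% DMSO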
# EBV gp42 inh: blocks Epstein-Barr virus glycoprotein 42 binding. Q1HVG2. Fluorescence polarization binding assay, mP read-out. inhibition, % (tested at 21.74 µM). actives 0.42% (n = 220,000). AID 1085; in the data active = inhibition above about 50%
# Target sequence (Q1HVG2 whole entry, looked up): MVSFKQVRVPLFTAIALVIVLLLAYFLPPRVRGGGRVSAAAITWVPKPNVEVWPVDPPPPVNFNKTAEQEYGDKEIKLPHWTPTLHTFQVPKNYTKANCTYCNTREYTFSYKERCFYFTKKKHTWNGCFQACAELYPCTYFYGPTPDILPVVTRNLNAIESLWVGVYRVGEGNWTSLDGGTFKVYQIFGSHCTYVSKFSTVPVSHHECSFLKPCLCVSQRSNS
# Furin inhibitor: human furin inhibition | P09958 | purified furin, fluorogenic substrate cleavage | inhibition, % at 30 µM | actives 0.061% (n = 220,000) | AID 463115; in the data active = inhibition above about 25%; note: inactives centre near -15
# Target sequence (P09958 108-714 limits assumed): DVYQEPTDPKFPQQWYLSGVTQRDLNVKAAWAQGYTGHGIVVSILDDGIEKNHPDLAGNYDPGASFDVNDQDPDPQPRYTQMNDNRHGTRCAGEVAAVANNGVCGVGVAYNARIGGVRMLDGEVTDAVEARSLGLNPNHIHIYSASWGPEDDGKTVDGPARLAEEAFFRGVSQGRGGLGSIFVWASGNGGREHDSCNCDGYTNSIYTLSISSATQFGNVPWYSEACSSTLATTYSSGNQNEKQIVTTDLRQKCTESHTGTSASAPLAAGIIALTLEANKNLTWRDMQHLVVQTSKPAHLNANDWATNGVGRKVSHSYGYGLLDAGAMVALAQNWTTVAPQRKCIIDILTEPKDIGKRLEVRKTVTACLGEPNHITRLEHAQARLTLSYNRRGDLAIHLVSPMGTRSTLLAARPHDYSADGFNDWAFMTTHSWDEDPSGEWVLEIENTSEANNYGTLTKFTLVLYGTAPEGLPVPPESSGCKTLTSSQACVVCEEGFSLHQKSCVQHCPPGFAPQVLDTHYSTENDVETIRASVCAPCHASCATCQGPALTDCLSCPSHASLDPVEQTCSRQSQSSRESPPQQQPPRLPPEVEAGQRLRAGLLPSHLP
# Cl transport mod: KCC2 (human) Cl- transport modulation; actives 2.2% (n = 190,000); Q9H2X9; B-score of Tl+ flux slope (higher = more flux/activation; lower = inhibition) at 10 µM; AID 1456; KCC2 cells, thallium flux FluoZin-2 fluorescence;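 active = thallium flux slope and its plate-corrected score both differing from the plate sample mean at a set confidence after two filtering rounds, in either direction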;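 note: slope of fluorescence scaled to starting intensity during 10 to 20 s after thallium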
# TRPML3 ag: agonists of human TRPML3 channel. Q8TDD5. HEK293 TRPML3-YFP, Fluo-8 calcium fluorescence; 100% = the carbachol control signal. activation, % at 3 µM. actives 0.29% (n = 220,000). AID 1448;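 active = activation above its plate's cutoff, the mean activation of the plate's test wells plus 3 SD, cut at about 12% in these data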;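 note: 0% = DMSO only wells and 100% = carbachol wells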
#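 Test system – HEK293 line with stable expression of human TRPML3-YFP channel · Control set – carbachol 87 µM final as high control (100%), DMSO as low control (0%) · Signal – Fluo-8 calcium dye fluorescence, ex 470-495, em 515-575 nm · Incubation – 1-h 37 °C dye load, 5-s basal, 120-s post-compound reads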
# TbHK1 inh: T. brucei hexokinase 1 inhibition; recombinant TbHK1, G6PDH-coupled NADH A340; inhibition, % at 10 µM; actives 0.11% (n = 220,000); AID 1430;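 active = inhibition of 50% or more in the single-dose primary screen; inactive = inhibition below 50%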
# Starred values were filed as active, the others as inactive; x = no result given; [ ] = dose if it differs, or a comment.
1. CCc1noc(C)c1C(=O)Nc1sc(C(=O)N(C)C)c(C)c1C(=O)OC
2. COCCOC(=O)c1c(C)oc2cc(Br)c(OCC(N)=O)cc12
3. COCCn1cnc2c(c1=O)c1nc3ccccc3nc1n2/N=C/c1ccc(OC)c(OC)c1
4. Cc1cc(N2C(=O)CC(Cc3ccccc3)C2=O)no1 (stereo not drawn)
5. O=C(CN1CC(=O)Oc2ccccc21)OCC(=O)c1ccc(Br)cc1
6. CCCCNC(c1ccccc1)c1ccncc1 (stereo not drawn)
assay / entry	1	2	3	4	5	6
m-calpain inh	5	-6	-65	-40	x	-16
TRPN1 ag	0.4	-1.5	1.4	1.9	-0.3	0.1
PPC-1+TRAIL kill	-3	0	15	17	x	-4
Thrombin inh	-1	-7	-2	-5	x	2
EBV gp42 inh	-5	-6	-3	-4	x	-18
Furin inhibitor	-11[20 µM]	-14	4	-19	-16[20 µM]	-21[20 µM]
Cl transport mod	0.91	-0.12	-1.6	0.82	0.46	0.27
TRPML3 ag	0.8	0.9	0.4	1.0	0.7	0.8
TbHK1 inh	-8	-5	-51	-1	12	-9

7. CCCCn1c(SCC2CCCO2)nc2cc(S(N)(=O)=O)ccc21 (stereo not drawn)
8. Cc1cc(S(=O)(=O)NCC(c2ccccc2)c2ccccc2)ccc1-n1cnnn1
9. CNC(=O)COC(=O)c1ccccc1NC(=O)c1ccco1
10. Cc1cc(N/N=C/c2ccncc2)nc2ccccc12
11. CC(=O)c1sc(NC(=O)C(C)(C)C)nc1C
12. CCOC(=O)c1c(C)[nH]c(C(=O)CSc2nnnn2-c2ccc(C)cc2)c1C
assay / entry	7	8	9	10	11	12
m-calpain inh	-6	8	2	10	-18	-16
TRPN1 ag	-0.6	-0.7	1.2	-1.4	-1.7	1.1
PPC-1+TRAIL kill	-4	24	-8	0	31	9
Thrombin inh	-4	5	1	-4	3	-2
EBV gp42 inh	-19	-4	-20	3	-9	-30
Furin inhibitor	-5[20 µM]	-11[20 µM]	-5	-14	-9[20 µM]	-17
Cl transport mod	1.2	x	-0.081	-1.3	0.2	x
TRPML3 ag	0.1	0.3	1.0	-0.4	0.3	0.3
TbHK1 inh	3	-2	-12	-26	-2	5

13. Cc1cccc(NC(=S)NCCc2ccc3c(c2)OCCO3)c1C
14. Cc1ccc2nc(CSc3nnc4ccccn34)cc(=O)n2c1
15. CC12CN3CC(C)(CN(C1)C3c1c[nH]c3ccccc13)C2=O (stereo not drawn)
16. Cc1cccc2cc(CN(Cc3cccnc3)C(=O)c3cccs3)c3nnnn3c12
17. CC1(C)CC(=O)C2=C(C1)OC(N)=C(C#N)C21C(=O)N(CN2CCOCC2)c2ccccc21 (stereo not drawn)
18. COc1ccc(C(=O)OCC(=O)NCC2CCCO2)cc1S(=O)(=O)N1CCCc2ccccc21 (stereo not drawn)
assay / entry	13	14	15	16	17	18
m-calpain inh	-4	-2	-6	-11	8	2
TRPN1 ag	-1.3	1.2	-0.3	2.2	-0.1	2.8
PPC-1+TRAIL kill	17	19	-1	x	22	8
Thrombin inh	-21	-8	-8	-11	-9	1
EBV gp42 inh	-3	-12	-2	-25	8	-11
Furin inhibitor	-25	-20	-22	-18	-22[20 µM]	-18
Cl transport mod	-0.46	0.8	0.089	x	0.34	-0.014
TRPML3 ag	-0.5	0.4	1.1	0.7	0.7	1.5
TbHK1 inh	0	-15	-1	0	2	-1

# Some of the entries so far, with values under each structure.
# Order of values: m-calpain inh, TRPN1 ag, PPC-1+TRAIL kill, Thrombin inh, EBV gp42 inh, Furin inhibitor, Cl transport mod, TRPML3 ag, TbHK1 inh
14. Cc1ccc2nc(CSc3nnc4ccccn34)cc(=O)n2c1
    -2, 1.2, 19, -8, -12, -20, 0.8, 0.4, -15
15. CC12CN3CC(C)(CN(C1)C3c1c[nH]c3ccccc13)C2=O (stereo not drawn)
    -6, -0.3, -1, -8, -2, -22, 0.089, 1.1, -1

# (further entries)
19. Cn1cnc([N+](=O)[O-])c1SCCO
20. Cc1ccc(NC(=S)C2=C(O)c3ccccc3N(C)S2(=O)=O)cc1
21. CCN(CC)CCNCc1ccc(-c2ccc(Cl)cc2)o1
22. COc1ccc2c(c1)C(=O)c1ccccc1CO2
23. COc1ccc(-c2[nH]ncc2CNCC(C)(C)N2CCOCC2)cc1F
24. CCOC(=O)C1(CCCc2ccccc2)CCN(CC(O)CO)CC1 (stereo not drawn)
assay / entry	19	20	21	22	23	24
m-calpain inh	12	5	-26	22	-6	-29
TRPN1 ag	1.9	0.9	1.6	-0.3	1.2	0.6
PPC-1+TRAIL kill	1	22	-5	26	17	8
Thrombin inh	-1	-2	0	-1	4	-7
EBV gp42 inh	-9	-18	-10	-20	-3	-14
Furin inhibitor	-2	3[20 µM]	-19	-21[20 µM]	-18	-26
Cl transport mod	-1.3	x	0.05	0.48	0.79	0.83
TRPML3 ag	0.0	1.4	1.7	1.1	1.4	0.0
TbHK1 inh	-14	-32	12	-7	-1	1

25. O=S(=O)(Nc1ccc(N2CCCCC2)cc1)c1cccc2cccnc12
26. C#CCOCCOCCOCCNc1nc(N2CCN(C(=O)[C@H](CCC(=O)O)n3cc(C(N)CO)nn3)CC2)nc(N2CCN(C(=O)[C@H](Cc3ccc(O)cc3)n3cc(C(N)[C@H](C)CC)nn3)CC2)n1 (stereo partly drawn)
27. CCCNC1=CC(=O)CC(C)(C)C1
28. COc1ccc(S(=O)(=O)CCC(=O)NCCc2ccc(C)cc2)cc1
29. Cc1ccc(C(=O)C[n+]2cccc3ccccc32)cc1
30. Cc1ccc(-c2noc(CN3CCCCC3)n2)cc1
assay / entry	25	26	27	28	29	30
m-calpain inh	-3	-10	-7	18	-13	-18
TRPN1 ag	-0.4	1.1	1.6	-0.4	1.3	0.6
PPC-1+TRAIL kill	10	-6	27	18	17	-16
Thrombin inh	-3	5	0	5	-6	2
EBV gp42 inh	13	-7	-4	-7	-25	-4
Furin inhibitor	-19	-7	-29	-24[20 µM]	-17[20 µM]	-14[20 µM]
Cl transport mod	x	-0.68	0.033	-1.3	x	x
TRPML3 ag	-0.1	1.4	1.3	0.4	0.5	0.2
TbHK1 inh	-8	-6	2	-4	-7	0

# An excerpt from above in order of the m-calpain inh value, rising.
cpd | smiles | m-calpain inh
30 | Cc1ccc(-c2noc(CN3CCCCC3)n2)cc1 | -18
8 | Cc1cc(S(=O)(=O)NCC(c2ccccc2)c2ccccc2)ccc1-n1cnnn1 | 8
19 | Cn1cnc([N+](=O)[O-])c1SCCO | 12

# (cont.)
31. COc1ccc(NC(=S)N(Cc2ccccn2)Cc2ccccc2Cl)cc1
32. COc1ccc(-c2nn3c(-c4ccncc4)nnc3s2)cc1OC
33. CC(C)c1cc(C(=O)N/N=C/c2ccco2)n[nH]1
34. CC(=O)c1ccc(NC(=O)CSc2nnc(Cn3c(=O)sc4ccccc43)n2C)cc1
35. CN1c2ccsc2/C(=N/Nc2ccccc2)CS1(=O)=O
36. O=C(CNC(=S)N(CCCN1CCOCC1)Cc1cccs1)NC1CCCCC1
assay / entry	31	32	33	34	35	36
m-calpain inh	5	x	2	0	18	13
TRPN1 ag	-0.6	-0.1	0.7	-0.3	-0.2	0.3
PPC-1+TRAIL kill	6	x	19	8	8	18
Thrombin inh	2	x	-8	-6	-6	-6
EBV gp42 inh	2	x	-14	-11	11	-16
Furin inhibitor	-13	-17[20 µM]	-19	-21	-4	-15
Cl transport mod	-0.23	-0.23	-1	-0.097	1.2	1.1
TRPML3 ag	-0.5	0.4	0.1	-0.1	0.1	-0.7
TbHK1 inh	-3	-3	-20	-8	10	-6

# Whole records, looked up by structure.
# CCCCn1c(SCC2CCCO2)nc2cc(S(N)(=O)=O)ccc21 (stereo not drawn) is listed as m-calpain inh = -6; TRPN1 ag = -0.6; PPC-1+TRAIL kill = -4; Thrombin inh = -4; EBV gp42 inh = -19; Furin inhibitor = -5[20 µM]; Cl transport mod = 1.2; TRPML3 ag = 0.1; TbHK1 inh = 3
# CC(=O)c1ccc(NC(=O)CSc2nnc(Cn3c(=O)sc4ccccc43)n2C)cc1 is listed as m-calpain inh = 0; TRPN1 ag = -0.3; PPC-1+TRAIL kill = 8; Thrombin inh = -6; EBV gp42 inh = -11; Furin inhibitor = -21; Cl transport mod = -0.097; TRPML3 ag = -0.1; TbHK1 inh = -8

# Next compounds:
37. CC1Cc2ccccc2N1C(=O)CSCC(=O)O (stereo not drawn)
38. Cc1ccc(-n2cccc2C(=S)N=P(N(C)C)(N(C)C)N(C)C)cc1
39. CC(C)n1cc(CN2CCCC(CO)(Cc3cccc(Cl)c3)C2)cn1 (stereo not drawn)
40. c1ccc(Oc2nc(-c3cccnc3)nc3ccccc23)cc1
41. CN(C)C(=O)Nc1ccc(F)cc1F
42. COc1ccc(S(=O)(=O)C(C#N)c2nc3ccccc3nc2N2CCCC(C)C2)cc1 (stereo not drawn)
assay / entry	37	38	39	40	41	42
m-calpain inh	-18	4	16	-7	-19	-142
TRPN1 ag	-0.6	1.2	0.2	-0.9	0.1	0.5
PPC-1+TRAIL kill	13	16	-7	1	31	18
Thrombin inh	-2	5	-7	-9	-3	-1
EBV gp42 inh	12	-13	2	-11	-25	32
Furin inhibitor	-35	-10	-20	-18	-24[20 µM]	-14[20 µM]
Cl transport mod	-0.0083	-0.25	x	-1	-0.0043	-1.4
TRPML3 ag	-0.6	0.4	0.8	-0.2	-0.1	0.8
TbHK1 inh	-9	-16	-6	-7	9	-4

43. N#Cc1ccc(C23CC4(C2)[C@H](CN(Cc2ccc(C(F)(F)F)cc2)[C@@H]4c2ccccc2)C3c2ccccc2)cc1 (stereo partly drawn)
44. CN(C(=O)C12CC3CC(CC(C3)C1)C2)C1CCS(=O)(=O)C1 (stereo not drawn)
45. COc1ccc(C(=O)Nc2ccccc2C(=O)N/N=C/c2ccco2)cc1
46. CCCCn1nc2cc(C(=O)NCc3ccc(C(F)(F)F)cc3C(F)(F)F)ccc2c1OCC
assay / entry	43	44	45	46
m-calpain inh	-47	-11	14	-55
TRPN1 ag	x	1.1	0.3	-1.4
PPC-1+TRAIL kill	21	-9	50	-31
Thrombin inh	2	1	2	0
EBV gp42 inh	-33	-9	11	-7
Furin inhibitor	-27	-16	-2	-17[20 µM]
Cl transport mod	1.4	x	3.7	0.66
TRPML3 ag	x	0.2	0.9	0.2
TbHK1 inh	-11	1	-7	6
